# PglD inh – PglD (C. jejuni) enzyme inhibition. hit rate 0.098% among 360,000. inhibition, % at 12.5 µM. purified PglD enzyme, DTNB colorimetric CoA detection. AID 602405; in the data active = inhibition above about 16%, passing the limit was not always enough; also: strong numbers were not always called active
# EWS-Fli inh – EWS/Fli transcriptional activity inhibition; A673 NR0B1-luciferase reporter, viability-normalised; inhibition, % at 12.6 µM; hit rate 0.67% among 350,000; AID 651661;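 active = mean inhibition of at least 50% after viability correction, with every replicate also passing that limit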;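 also: firefly luciferase signal divided by Alamar Blue viability fluorescence both relative to DMSO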
# PGC1a acetyl inh – lowers PGC1a acetylation signal in U2OS cells; hit rate 0.17% among 350,000; inhibition, % at 15.6 µM; AlphaScreen anti-acetyl-lysine; with virally co-expressed GCN5 acetyltransferase;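 active = every replicate shows inhibition of at least 40%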;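 also: 0% = neutral control wells and 100% = positive control wells; some results beyond the cut were filed as inactive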
# PAX8 inh HTS – lowers PAX8-driven luciferase in RMG-I cells; RMG-I TPO-luciferase reporter, SteadyGlo, 24 h; inhibition, % at 12.6 µM; hit rate 1.2% among 360,000; AID 652154;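 active = mean replicate inhibition at least 60% with every replicate also reaching 60%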;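 also: luciferase light reporting Pax8 driven TPO promoter activity; plate controls were median of neutral control wells for no effect and mitoxantrone controls for full effect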
# LGR2 inh – Drosophila LGR2 receptor signaling inhibition; HEK293 LGR2, CRE-luciferase, bursicon-stimulated, 4 h; inhibition, % at 9.99 µM; hit rate 0.35% among 380,000; AID 720647;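 active = drop in luminescence signal, shown as inhibition above about 50% in the replicate tests, limit read from the data, passing the limit was not always enough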;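 also: agonist challenge used bursicon conditioned medium at about half maximal strength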
# S100A4 MyoIIA – blocks human S100A4 binding to myosin IIA peptide | P26447 | S100A4/TAMRA-MyoIIA peptide fluorescence polarization | inhibition, % at 10.7 µM | hit rate 0.14% among 360,000;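 active = mean inhibition of at least 70% across replicates, with every replicate also reaching that level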
# Target sequence (P26447 whole entry, looked up): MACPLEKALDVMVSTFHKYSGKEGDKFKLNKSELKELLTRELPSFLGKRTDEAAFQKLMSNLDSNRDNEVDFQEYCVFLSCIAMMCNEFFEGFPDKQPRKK
#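 Test system: S100A4 monomer protein. Medium: HEPES buffer with Ca2+, pH 7.2. Reagent: fluorescent myosin IIA peptide, 5 nM. Compound dosing: single-point compound testing. Timing: 5 min between mix addition and reading. Benchmarks: DMSO neutral and TFP positive wells.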
# FN deposition inh – fibronectin deposition inhibition. AH1F fibroblasts, Alexa488-fibronectin deposition fluorescence, overnight. inhibition, % at 12.6 µM. hit rate 0.086% among 350,000;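 active = mean inhibition across replicates of 30% or more, regardless of how many single replicates reach that level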;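 also: positive control wells lacked labelled fibronectin entirely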
#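 test system = AH1F fibroblasts assembling fluorescent fibronectin matrix | quantity = 10000 AH1F cells per well | buffer or medium = DMEM plus 2% serum, read in PBS | doses = single dose, pinned | incubation = 1 h cell attachment, overnight exposure to compound and label | detection = fluorescence at 485 nm excitation, 525 nm emission | read-out basis = inhibition from reduced deposited-fibronectin fluorescence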
# ERAP1 inh – inhibitors of human ERAP1 aminopeptidase; Q9NZ08; recombinant ERAP1, Leu-AMC fluorescence, 60 min; inhibition, % at 10.7 µM; hit rate 0.15% among 340,000; AID 652197;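 active = mean replicate inhibition of at least 30%, or all replicates individually reaching that 30% level; inactive = mean below 30% and not every replicate reaching it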;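 also: 0% = neutral control wells and 100% = L-leucinethiol positive control wells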
# Target sequence (Q9NZ08 whole entry, looked up): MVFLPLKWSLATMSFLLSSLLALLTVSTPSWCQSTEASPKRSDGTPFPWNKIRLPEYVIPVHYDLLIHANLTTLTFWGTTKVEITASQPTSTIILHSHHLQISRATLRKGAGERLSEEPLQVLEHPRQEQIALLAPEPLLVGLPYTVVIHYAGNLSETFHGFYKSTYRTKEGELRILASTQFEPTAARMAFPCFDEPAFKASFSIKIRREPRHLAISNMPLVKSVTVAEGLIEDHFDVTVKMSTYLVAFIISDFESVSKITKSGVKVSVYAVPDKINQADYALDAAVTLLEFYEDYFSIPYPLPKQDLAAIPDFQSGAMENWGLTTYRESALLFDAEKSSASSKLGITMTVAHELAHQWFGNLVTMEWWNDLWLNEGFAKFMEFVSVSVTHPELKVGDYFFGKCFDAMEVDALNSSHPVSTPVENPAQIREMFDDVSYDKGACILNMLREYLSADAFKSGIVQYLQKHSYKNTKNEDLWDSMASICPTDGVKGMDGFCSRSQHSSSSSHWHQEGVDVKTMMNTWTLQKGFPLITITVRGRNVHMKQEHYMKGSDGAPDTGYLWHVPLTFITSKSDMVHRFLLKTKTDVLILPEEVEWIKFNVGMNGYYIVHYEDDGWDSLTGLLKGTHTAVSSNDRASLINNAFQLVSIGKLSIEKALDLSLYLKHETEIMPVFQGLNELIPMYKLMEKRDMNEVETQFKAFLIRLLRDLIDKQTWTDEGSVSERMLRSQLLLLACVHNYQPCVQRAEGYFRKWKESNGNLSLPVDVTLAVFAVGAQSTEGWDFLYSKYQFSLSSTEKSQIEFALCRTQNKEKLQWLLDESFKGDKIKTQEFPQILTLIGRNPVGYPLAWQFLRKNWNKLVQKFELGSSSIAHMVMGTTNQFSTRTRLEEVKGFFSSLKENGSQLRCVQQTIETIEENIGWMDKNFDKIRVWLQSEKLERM
# An asterisk follows results filed as active; . = no result given.
# Labels used below – A = PglD inh; B = EWS-Fli inh; C = PGC1a acetyl inh; D = PAX8 inh HTS; E = LGR2 inh; F = S100A4 MyoIIA; G = FN deposition inh; H = ERAP1 inh
C[C@@H]1CCCCO[C@H](CN(C)C(=O)Cc2ccccc2)[C@H](C)CN([C@@H](C)CO)C(=O)c2cc(NS(C)(=O)=O)ccc2O1
  A = . | B = 3 | C = -8 | D = 4 | E = -19 | F = . | G = 8 | H = .

CC(C)NC(=O)Nc1ccc2c(c1)C(=O)N(C)[C@H]1CC[C@@H](CC(=O)Nc3ccccc3)O[C@@H]1CO2
  A = -2 | B = 2 | C = -6 | D = 1 | E = -3 | F = 10 | G = 0 | H = 1

COc1ccc(CN(C)C[C@@H]2Oc3ccc(NS(=O)(=O)c4cccs4)cc3C(=O)N([C@@H](C)CO)C[C@@H]2C)cc1
  A = . | B = -7 | C = 4 | D = . | E = 10 | F = 20 | G = 4 | H = 3

CC1CCN(C(=O)C(C)OC(=O)CSc2ccc([N+](=O)[O-])cc2)CC1 (stereo not given)
  A = . | B = 7 | C = -11 | D = -6 | E = 20 | F = 3 | G = -2 | H = -1

O=S(=O)(c1ccccc1)N1CCC2(CC1)OCCN2S(=O)(=O)c1cccs1
  A = . | B = 5 | C = . | D = 20 | E = 5 | F = -3 | G = 4 | H = 0

O=C(O)/C=C/c1ccc([N+](=O)[O-])o1
  A = . | B = 5 | C = . | D = 31 | E = 5 | F = -4 | G = 5 | H = 6

C[C@@H]1CN([C@H](C)CO)S(=O)(=O)c2ccc(C#Cc3ccc(F)cc3)cc2O[C@H]1CN(C)C(=O)NC1CCCC1
  A = -5 | B = 29 | C = 23 | D = . | E = 34 | F = 0 | G = 6 | H = -5

CCNC(=S)NN=C1CCC(C(C)(C)C)CC1 (stereo not given)
  A = 0 | B = . | C = 15 | D = -24 | E = -12 | F = 4 | G = -3 | H = 3

C=CCC[C@H](Cc1ccc(F)cc1)C(=O)OC[C@@H]1CCCN1C(=O)[C@@H](CC=C)CC(=O)NCCO
  A = -7 | B = -13 | C = 8 | D = -11 | E = 1 | F = 1 | G = 6 | H = -3

Cc1cccc(C)c1OCC(=O)NNC(=O)CCCn1c(=O)oc2ccccc21
  A = -2 | B = 6 | C = 0 | D = -13 | E = 11 | F = 20 | G = 1 | H = 4

COc1ccc(C2(CNC(=O)c3ccc(C)cc3)CCOCC2)cc1
  A = 3 | B = 5 | C = -5 | D = 8 | E = . | F = 0 | G = -4 | H = -1

COc1ccc([Si](C)(C)[C@H]2[C@H](CCO)O[C@@]3(C(=O)N(Cc4ccccc4)c4ccc(N5CCCCC5=O)cc43)[C@@H]2C)cc1
  A = 0 | B = 19 | C = 8 | D = 26 | E = . | F = 5 | G = . | H = 0

CC(C)NC(=O)N(C)C[C@H]1Oc2ccc(NC(=O)CCCCCC(=O)Nc3ccccc3N)cc2C(=O)N([C@@H](C)CO)C[C@H]1C
  A = . | B = 0 | C = -2 | D = 1 | E = 6 | F = -1 | G = . | H = 3

COc1ccc(NC(=O)N(C)C[C@@H]2Oc3ccc(NC(=O)Cc4cn(C)c5ccccc45)cc3C(=O)N([C@H](C)CO)C[C@@H]2C)cc1
  A = 3 | B = -1 | C = 5 | D = . | E = 1 | F = 4 | G = . | H = 1

COc1ccc2c(c1)C[C@]1(C)c3ccccc3C(=O)N(Cc3ccccc3)[C@H]21
  A = -2 | B = 13 | C = 0 | D = 6 | E = 18 | F = 2 | G = 12 | H = -3

COc1ccc(NC(=O)c2cc([N+](=O)[O-])ccc2N2CCCCC2)cc1
  A = -2 | B = 19 | C = . | D = 7 | E = -9 | F = -2 | G = 7 | H = -2

C[C@H]1CN([C@@H](C)CO)C(=O)Cc2cc(NS(C)(=O)=O)ccc2O[C@@H]1CN(C)S(=O)(=O)c1ccc(Cl)cc1
  A = 0 | B = 4 | C = -7 | D = -10 | E = -4 | F = -12 | G = . | H = 7

CCOc1ccccc1NC(=S)N(CCOC)C1CCN(C(C)=O)CC1
  A = -3 | B = -1 | C = 3 | D = -32 | E = 1 | F = 6 | G = -3 | H = -3

C[C@H](CO)N1C[C@H](C)[C@H](CN(C)C(=O)Nc2ccc(-c3ccccc3)cc2)OCc2ccccc2-c2ccccc2C1=O
  A = . | B = -16 | C = 0 | D = -28 | E = 12 | F = 0 | G = 1 | H = -7

CCOc1ccc(NC(=O)C2CC(=O)N(C)C(=Nc3ccc4c(c3)OCO4)S2)cc1 (stereo not given)
  A = 2 | B = 6 | C = -10 | D = . | E = -5 | F = 2 | G = . | H = 8

c1ccc(-c2oc3ncnc(NCCCn4ccnc4)c3c2-c2ccccc2)cc1
  A = -2 | B = . | C = -9 | D = . | E = 2 | F = 2 | G = . | H = -1

CCOC(=O)C1=C(N)Oc2cc(O)ccc2C1c1ccc([N+](=O)[O-])cc1 (stereo not given)
  A = . | B = 13 | C = -8 | D = 26 | E = 9 | F = -29 | G = 1 | H = 4

O=C(OCc1ccccc1C(F)(F)F)c1cc([N+](=O)[O-])ccc1N1CCOCC1
  A = 6 | B = . | C = . | D = 8 | E = 8 | F = 4 | G = 5 | H = 1

CO[C@@H]1CN(C)C(=O)c2cc(NC(=O)C3CC3)ccc2OC[C@H](C)N(CC2CCOCC2)C[C@@H]1C
  A = 0 | B = -4 | C = 9 | D = -10 | E = 11 | F = 2 | G = -11 | H = 2

C[C@@H]1CN([C@H](C)CO)C(=O)c2cccc(N(C)C)c2O[C@H]1CN(C)S(=O)(=O)c1ccccc1
  A = 0 | B = -2 | C = -2 | D = -3 | E = 15 | F = -2 | G = -16 | H = -2

O=C(N/N=C\c1cccc(Br)c1)c1ccccc1-n1cccc1
  A = 2 | B = . | C = 44 | D = 25 | E = . | F = . | G = -11 | H = .

Cc1noc(C)c1COc1ccc(C(=O)NCc2cccs2)cc1
  A = -2 | B = 8 | C = -16 | D = 5 | E = -16 | F = -2 | G = 3 | H = -3

O=C(NC1CCCCC1)n1c(=O)oc2cc(S(=O)(=O)N3CCCCC3)ccc21
  A = -3 | B = . | C = 0 | D = . | E = 0 | F = . | G = 4 | H = .

O=C(CSc1n[nH]c(=O)[nH]c1=O)NC1CCCCC1
  A = 0 | B = 1 | C = 1 | D = -20 | E = -20 | F = -2 | G = 4 | H = -2

CC(C)[C@H](Nc1ccc(S(=O)(=O)N2CCOCC2)cc1[N+](=O)[O-])C(=O)OCC(=O)N(C(C)C)C(C)C
  A = -5 | B = . | C = 9 | D = 2 | E = -6 | F = . | G = -7 | H = .

O=C(NNc1cccc(Cl)n1)c1ccc(Cl)nc1
  A = . | B = 3 | C = -1 | D = -11 | E = 10 | F = -23 | G = 2 | H = 0

CCCn1c(N)c(C(=O)CSc2n[nH]c(-c3ccc(C)cc3)n2)c(=O)[nH]c1=O
  A = 3 | B = -4 | C = . | D = 1 | E = 2 | F = 1 | G = 5 | H = 4

CCOC(=O)[C@]12CCC=C1N(Cc1ccc(Cl)cc1Cl)C(=O)[C@H](CC(=O)N1CCN(C(=O)c3ccco3)CC1)C2
  A = . | B = -4 | C = . | D = 79* | E = 24 | F = -3 | G = -10 | H = 4

COc1ccc(CCNC(=S)Nc2ccc(S(=O)(=O)Nc3ncccn3)cc2)cc1OC
  A = -1 | B = 2 | C = . | D = -10 | E = 4 | F = -3 | G = 13 | H = -3

COc1ccc(CN(C)C[C@H]2Oc3ccc(NC(=O)NC4CCCCC4)cc3CC(=O)N([C@@H](C)CO)C[C@H]2C)cc1
  A = 5 | B = . | C = -16 | D = 15 | E = 0 | F = -3 | G = . | H = -13

Cn1cccc1C1CCCN1CC(=O)Nc1ccc(C(N)=O)cc1 (stereo not given)
  A = -4 | B = -6 | C = 3 | D = 4 | E = 7 | F = -9 | G = . | H = 2

O=C(CSc1nc2ccccc2o1)Nc1nc(-c2ccccc2)c(-c2ccccc2)s1
  A = . | B = 6 | C = . | D = 1 | E = -14 | F = -1 | G = -9 | H = -2

O=C(C[C@H]1CC[C@H]2[C@@H](COC[C@H](O)CN2C(=O)c2ccccc2)O1)N1CCOCC1
  A = -30 | B = 6 | C = 5 | D = -14 | E = 2 | F = -16 | G = -6 | H = 0

C#CCN1C(=O)[C@]2(OC[C@@H]3Cc4ccccc4[C@@H]3C=C2C)c2ccccc21
  A = . | B = -9 | C = . | D = 6 | E = -7 | F = -4 | G = 17 | H = 3

Cc1nc(Nc2ncc3c(n2)CC(C)(C)CC3=O)nc2ccccc12
  A = . | B = -14 | C = -2 | D = 1 | E = -18 | F = -5 | G = -6 | H = 0

C[C@@H]1CCCCO[C@@H](CN(C)Cc2ccc3c(c2)OCO3)[C@H](C)CN([C@@H](C)CO)C(=O)c2cc(NS(C)(=O)=O)ccc2O1
  A = 1 | B = -10 | C = 8 | D = 5 | E = -18 | F = -3 | G = . | H = 2

Cc1cc([N+](=O)[O-])nn1CC(=O)Nc1ccc(F)cc1
  A = -1 | B = -12 | C = -3 | D = -3 | E = -15 | F = -2 | G = 1 | H = 0

COc1ccc(CN(C)C[C@@H]2OCCCC[C@H](C)Oc3ccc(NC(=O)Nc4ccc5c(c4)OCO5)cc3C(=O)N([C@@H](C)CO)C[C@H]2C)cc1
  A = 1 | B = 11 | C = 4 | D = -22 | E = 8 | F = 1 | G = 8 | H = -3

C[C@@H]1CN([C@@H](C)CO)C(=O)c2cccc(NC(=O)Nc3cccc4ccccc34)c2O[C@H]1CN(C)C(=O)Nc1ccc2c(c1)OCO2
  A = 1 | B = 13 | C = -13 | D = . | E = -1 | F = -9 | G = 8 | H = -2

COc1ccc(-n2nnnc2SCC(=O)N2CCN(C(=O)c3ccco3)CC2)cc1OC
  A = . | B = -12 | C = 6 | D = 17 | E = 2 | F = 5 | G = -10 | H = -1

COC(CNC(=O)CN1C(=O)COc2ccc(S(=O)(=O)N3CCOCC3)cc21)OC
  A = 6 | B = . | C = 0 | D = -19 | E = -24 | F = 0 | G = 4 | H = 0

Cc1cc(C2=NNC(=Nc3ccc(S(=O)(=O)N4CCOCC4)cc3)SC2)c(C)n1C
  A = -2 | B = -1 | C = 9 | D = -1 | E = -3 | F = -4 | G = -7 | H = -2

COc1ccc(-n2nnnc2SCC(=O)Nc2ccccc2)cc1
  A = 3 | B = . | C = 4 | D = -4 | E = . | F = . | G = -3 | H = .

NS(=O)(=O)c1cc(C2(O)NC(=O)c3ccccc32)ccc1Cl (stereo not given)
  A = 9 | B = -4 | C = -6 | D = -18 | E = -2 | F = 5 | G = -5 | H = -2

O=c1ccc2cc(S(=O)(=O)N3CCN(c4ccccc4F)CC3)ccc2[nH]1
  A = -5 | B = 12 | C = -2 | D = 15 | E = 4 | F = -5 | G = 0 | H = 4

COc1ccc2c(c1)c(/C=N/Nc1nc3ccccc3[nH]1)c(C)n2C
  A = -3 | B = 20 | C = . | D = 57 | E = 59* | F = -1 | G = 23 | H = 3

O=C(O)CCc1ccc(-c2ccccc2)n1NC(=O)c1cccs1
  A = . | B = 0 | C = 45 | D = -1 | E = 6 | F = -6 | G = 3 | H = -3

# Five entries from above in a different format:
# The line under a structure holds: PglD inh, EWS-Fli inh, PGC1a acetyl inh, PAX8 inh HTS, LGR2 inh, S100A4 MyoIIA, FN deposition inh, ERAP1 inh
- C[C@@H]1CN([C@@H](C)CO)C(=O)c2cccc(NC(=O)Nc3cccc4ccccc34)c2O[C@H]1CN(C)C(=O)Nc1ccc2c(c1)OCO2
  1, 13, -13, ., -1, -9, 8, -2
- COc1ccc(-n2nnnc2SCC(=O)N2CCN(C(=O)c3ccco3)CC2)cc1OC
  ., -12, 6, 17, 2, 5, -10, -1
- COC(CNC(=O)CN1C(=O)COc2ccc(S(=O)(=O)N3CCOCC3)cc21)OC
  6, ., 0, -19, -24, 0, 4, 0
- Cc1cc(C2=NNC(=Nc3ccc(S(=O)(=O)N4CCOCC4)cc3)SC2)c(C)n1C
  -2, -1, 9, -1, -3, -4, -7, -2
- COc1ccc(-n2nnnc2SCC(=O)Nc2ccccc2)cc1
  3, ., 4, -4, ., ., -3, .

# Screens (PubChem BioAssay)
